Apoferritin bind: binds horse apoferritin like a general anesthetic; P02791; apoferritin/1-aminoanthracene competitive binding, fluorescence; Potency, µM (highest dose often 77.5 µM), for inactives: at the top dose activity change, negative = displacement, hits mostly inhibitors; 350,000 compounds, 0.074% hits; AID 485281; note: potency is the fitted concentration of half-maximal effect; % is set by controls: 0 for no effect and ±100 for the full control effect; nearly all actives have a fitted effect of over 20% in size
Target sequence (P02791 2-175 limits assumed): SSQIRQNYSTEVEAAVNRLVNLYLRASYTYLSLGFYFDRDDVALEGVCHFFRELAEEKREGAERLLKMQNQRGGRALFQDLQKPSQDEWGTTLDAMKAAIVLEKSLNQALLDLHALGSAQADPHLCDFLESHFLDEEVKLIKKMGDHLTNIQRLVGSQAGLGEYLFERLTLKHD
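In PBS, apoferritin at 10 uM is loaded with 1-AMA from a 50% saturated solution. After 10 min of compound exposure at ambient temperature, reduced 535 nm fluorescence indicates probe displacement.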
D1 agonist: activates the human D1 dopamine receptor; AID 504660; 360,000 compounds, 1% hits; P21728; activation, % at 2 µM; HEK293 T-REx D1 cells, calcium flux, agonist mode; in the data active = activation above about 30%; note: 0% is about no effect
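Inducible HEK293 T-REx D1 cells, force-coupled to calcium signalling, were plated at 4000 cells/well with tetracycline and held overnight at 30 C. After no-wash calcium dye loading, compound-evoked calcium rise over 180 s flagged agonists.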
D2 potentiator: D2 dopamine receptor (human) potentiation | P14416 | HEK293 T-REx D2, calcium flux, EC20 dopamine potentiation | potentiation, % at 10 µM | 340,000 compounds, 0.34% hits | AID 485347;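 active = potentiation over 3 SD above the plate norm, cut at about 30% in these data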; note: 0% is about no effect
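Tetracycline-induced Hek293 Trex D2 cells, force-coupled to calcium, loaded with no-wash calcium dye. Compound added with 180 s kinetic read for agonism, then EC20 dopamine and a further 180 s read for potentiation.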
RXFP1 antagonist: blocks the human relaxin receptor RXFP1. activity change, negative = inhibition, % at 57.5 µM. HEK293-RXFP1, relaxin-stimulated cAMP HTRF, 30 min; stronger effect = lower value. Q9HBX9. AID 1259400. 350,000 compounds, 0.59% hits;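 active = activity change of -60% or lower, but not beyond a set lower limit; inconclusive = change between -60% and -40%, or beyond the set limit; inactive = change above -40%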; note: % is set by controls: 0 for no effect and ±100 for the full control effect
Target sequence (Q9HBX9 whole entry, looked up): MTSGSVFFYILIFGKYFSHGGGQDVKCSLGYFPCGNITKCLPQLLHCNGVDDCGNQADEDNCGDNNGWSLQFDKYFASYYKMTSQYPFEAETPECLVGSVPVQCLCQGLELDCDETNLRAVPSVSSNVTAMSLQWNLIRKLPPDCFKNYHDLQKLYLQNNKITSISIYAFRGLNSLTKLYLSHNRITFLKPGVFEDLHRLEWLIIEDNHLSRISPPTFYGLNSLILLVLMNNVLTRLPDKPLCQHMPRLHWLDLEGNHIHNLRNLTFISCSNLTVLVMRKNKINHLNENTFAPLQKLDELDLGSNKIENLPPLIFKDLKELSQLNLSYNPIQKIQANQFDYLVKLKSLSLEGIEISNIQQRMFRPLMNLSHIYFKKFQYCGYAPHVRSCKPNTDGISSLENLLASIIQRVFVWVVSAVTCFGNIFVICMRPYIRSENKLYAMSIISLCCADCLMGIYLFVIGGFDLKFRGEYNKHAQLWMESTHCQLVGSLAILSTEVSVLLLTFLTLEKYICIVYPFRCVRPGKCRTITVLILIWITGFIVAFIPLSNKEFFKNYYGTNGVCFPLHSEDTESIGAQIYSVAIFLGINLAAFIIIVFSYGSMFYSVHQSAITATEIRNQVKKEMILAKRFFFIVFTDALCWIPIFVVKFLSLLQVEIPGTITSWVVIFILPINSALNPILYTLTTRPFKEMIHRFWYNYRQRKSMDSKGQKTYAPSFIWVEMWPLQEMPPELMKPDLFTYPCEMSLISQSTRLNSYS
TRHR PAM: allosteric enhancers of human TRH receptor; P34981; AID 493056; 360,000 compounds, 0.66% hits; enhancement, % at 2 µM; TRHR cells, fluo-8 calcium fluorescence, EC20 TRH enhancement; in the data active = enhancement above about 30%; note: 0% is about no effect
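Enhancer read-out: after compound pinning and an initial kinetic agonist-mode read, an EC20 of TRH (10 nM final) was injected and fluo-8 calcium signal (Ex 480/Em 530) followed at 1 s/cycle for 100 cycles in TRHR-expressing cells.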
RXFP1 agonist: activates the human relaxin receptor RXFP1 | Q9HBX9 | HEK293T-RXFP1 cAMP TR-FRET, 30 min; response scale: percent of porcine relaxin response, buffer zero | Potency, µM (top dose mostly 57.5 µM), for inactives: top-dose activation, hits mostly activators | 370,000 compounds, 0.3% hits | AID 2676; note: potency is the fitted concentration of half-maximal effect; % is set by controls: 0 for no effect and ±100 for the full control effect; nearly all actives have a fitted effect of over 60% in size; many of its hits are not listed in these tables
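HEK293T cells stably expressing RXFP1 were pretreated with the PDE4 inhibitor Ro 20174, exposed to compounds for 30 min at 37C, lysed, and cAMP was read by TR-FRET. Data normalized to buffer (basal) and 29 nM porcine relaxin (100%).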
D1 PAM: enhances dopamine response at the human D1 receptor. P21728. 360,000 compounds, 0.036% hits. potentiation, % at 10 µM. HEK293 TREx D1 cells, calcium flux, dopamine EC20 potentiation; in the data active = potentiation above about 30%; note: 0% is about no effect
TRHR agonist: activates the human TRH receptor. AID 493084. 360,000 compounds, 0.18% hits. activation, % at 2 µM. TRHR cells, calcium flux fluo-8, FDSS agonist mode. P34981; in the data active = activation above about 30%; note: 0% is about no effect
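Fluo-8-loaded TRHR cells; 10 s baseline, compound added, kinetic Ca2+ fluorescence read 1/s, agonist mode.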
D1 antagonist: human D1 dopamine receptor antagonism; 360,000 compounds, 3.2% hits; activity change, negative = inhibition, % at 10 µM; AID 504652; P21728; HEK293 TREx D1 cells, calcium flux, dopamine EC80; stronger effect = lower value; in the data active = activity change below about -30%; note: % is set by controls: 0 for no effect and ±100 for the full control effect
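Allosteric or orthosteric antagonism assessed as attenuation of the calcium response to EC80 dopamine, added 180 s after compound, in induced HEK293 Trex D1 cells loaded with no-wash calcium dye.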
* marks the source's active call; other numbers are inactive results; & = joins results of further samples. Unless noted, calls come from the whole dose curve; as a rule, active = well fitted curve in the direction sought with a large enough effect; inconclusive = small, poorly fitted or top-dose-only effect, or another doubt; inactive = no such curve, though single readings can be large; an effect the other way counts as inactive or inconclusive.

Results for COc1ccccc1-c1noc(-c2ccc(NC(C)C)c([N+](=O)[O-])c2)n1 ?
Apoferritin bind: 0%; D1 agonist: 4; TRHR PAM: -5; RXFP1 agonist: inconclusive; D1 PAM: 0; TRHR agonist: -0.9; D1 antagonist: 4

Results for CCN(Cc1ccccc1)C(=O)Cn1c(=O)n(-c2ccc(OC)cc2OC)c(=O)c2c(C)c(C)sc21 ?
Apoferritin bind: -6%&-3%; D1 agonist: 0&-1; D2 potentiator: -5; RXFP1 antagonist: -3&3; TRHR PAM: -21&-19; RXFP1 agonist: -2.1%&4.0%; D1 PAM: 5&4; TRHR agonist: 0.2&-1.3; D1 antagonist: -2&-2

What do the screens show for `Cc1ccc(NC(=O)C2CCN(S(=O)(=O)c3cnc[nH]3)CC2)cc1C`?
Apoferritin bind: 0%; D1 agonist: 5; D2 potentiator: 4; RXFP1 antagonist: 13; TRHR PAM: -4; RXFP1 agonist: 1.7%; D1 PAM: 0; TRHR agonist: 0.1; D1 antagonist: -14

How did O=C(COC(=O)c1ccc[nH]c1=O)NCCc1ccc(Cl)cc1Cl do in these assays?
Apoferritin bind: 0%; D1 agonist: 3; D2 potentiator: -2; RXFP1 antagonist: -10; TRHR PAM: -4; RXFP1 agonist: 2.7%; D1 PAM: 3; TRHR agonist: 0.2; D1 antagonist: 10

What do the screens show for `COC(=O)CSc1nc(N)c(C#N)c(C(C)C)c1C#N`?
Apoferritin bind: -15%; D1 agonist: 5; D2 potentiator: 5; RXFP1 antagonist: -5; TRHR PAM: 8; RXFP1 agonist: 1.5%; D1 PAM: -4; TRHR agonist: -0.3; D1 antagonist: -27

What do the screens show for `Cc1ccc(C(=O)CN2CCN(c3ccccn3)CC2)c(C)c1`?
Apoferritin bind: 8%; D1 agonist: 5; RXFP1 antagonist: -6; TRHR PAM: 0; RXFP1 agonist: 7.7%; D1 PAM: 0; TRHR agonist: 0.3; D1 antagonist: -9

Results for O=C(O)c1ccn(COc2ccc(Br)cc2)n1 ?
Apoferritin bind: -3%; D1 agonist: 2; D2 potentiator: 25; RXFP1 antagonist: -33; TRHR PAM: 8; RXFP1 agonist: 0.9%; D1 PAM: -3; TRHR agonist: 2.2; D1 antagonist: -9

What do the screens show for `COc1ccccc1C(C)NC(=O)Cc1ccsc1` (stereo not drawn)?
Apoferritin bind: -5%; D1 agonist: 2; D2 potentiator: -12; RXFP1 antagonist: -10; TRHR PAM: 10; RXFP1 agonist: -0.8%; D1 PAM: -2; TRHR agonist: -0.2; D1 antagonist: -37*

How did O=C(Nc1nnc(-c2ccco2)o1)c1cccc(N2C(=O)CCC2=O)c1 do in these assays?
Apoferritin bind: -9%; D1 agonist: 3; D2 potentiator: -1; RXFP1 antagonist: -12; TRHR PAM: 3; RXFP1 agonist: 1.9%; D1 PAM: 2; TRHR agonist: 0.1; D1 antagonist: -7

How did O=C(Nc1cccc(-c2cccc(F)c2)c1)C1CCN(Cc2ccco2)CC1 do in these assays?
Apoferritin bind: -15%; D1 agonist: 17; D2 potentiator: -24; RXFP1 antagonist: 5; TRHR PAM: 9; RXFP1 agonist: -0.9%; D1 PAM: -6; TRHR agonist: -1.0; D1 antagonist: -11

How did CCCC(=O)Nc1cccc(C(=O)Nc2ccccc2OCC)c1 do in these assays?
Apoferritin bind: -12%; D1 agonist: 3; D2 potentiator: -1; TRHR PAM: -3; RXFP1 agonist: 0.7%; D1 PAM: -6; TRHR agonist: -0.8; D1 antagonist: 1

How did O=C(O)C1C2CCC(O2)C1C(=O)Nc1ccc(O)cc1 (stereo not drawn) do in these assays?
Apoferritin bind: 9%; D1 agonist: 4; D2 potentiator: 4; RXFP1 antagonist: -9; TRHR PAM: -9; RXFP1 agonist: -1.5%; D1 PAM: -1; TRHR agonist: -1.9; D1 antagonist: 0

What do the screens show for `N#CC(c1ccc(Cl)cc1)c1ccc2c(C(F)(F)F)cc(C(F)(F)F)nc2n1` (stereo not drawn)?
Apoferritin bind: inconclusive; D1 agonist: 4; D2 potentiator: 15; RXFP1 antagonist: -19; TRHR PAM: 6; RXFP1 agonist: -1.0%; D1 PAM: 32*; TRHR agonist: -0.4; D1 antagonist: 11

How did CCOC(=O)C(=Nc1ccccc1)NO do in these assays?
Apoferritin bind: 0%; D1 agonist: 1; D2 potentiator: -10; RXFP1 antagonist: 2; TRHR PAM: 5; RXFP1 agonist: -0.1%; D1 PAM: -4; TRHR agonist: 0.3; D1 antagonist: 18

Results for O=C(COC(=O)c1ccc(Br)o1)Nc1ccc(N2CCOCC2)cc1 ?
D1 agonist: 1; D2 potentiator: 2; RXFP1 antagonist: 7; TRHR PAM: 3; RXFP1 agonist: -0.2%; D1 PAM: 2; TRHR agonist: 0.0; D1 antagonist: -1

Results for Cc1cc(NC(=O)Cn2cc(C(F)(F)F)cc(Cl)c2=O)no1 ?
Apoferritin bind: -8%; D1 agonist: 0; D2 potentiator: 14; RXFP1 antagonist: 2; TRHR PAM: 3; RXFP1 agonist: -0.4%; D1 PAM: -2; TRHR agonist: 0.5; D1 antagonist: 6

What do the screens show for `CCOc1ccccc1NC(=O)COC(=O)c1cn(CC)c2nc(C)ccc2c1=O`?
Apoferritin bind: -2%; D1 agonist: 1; D2 potentiator: 9; TRHR PAM: -3; RXFP1 agonist: -3.3%; D1 PAM: 0; TRHR agonist: -2.0; D1 antagonist: 0

How did CC(C)COc1ccc(C(=O)NCC2OCCc3ccccc32)cc1 (stereo not drawn) do in these assays?
Apoferritin bind: -16%; D1 agonist: 2; D2 potentiator: 4; TRHR PAM: -5; RXFP1 agonist: 3.2%; D1 PAM: -1; TRHR agonist: 0.6; D1 antagonist: -31*

Results for Cc1ccc(CCNS(=O)(=O)c2c(C)nc3sccn3c2=O)cc1 ?
Apoferritin bind: -16%; D1 agonist: 2; D2 potentiator: 0; RXFP1 antagonist: -3; TRHR PAM: 2; RXFP1 agonist: 4.3%; D1 PAM: -9; TRHR agonist: 0.5; D1 antagonist: 0

Results for O=C(COc1ccccc1[N+](=O)[O-])Nc1cc(C(=O)O)cc(C(=O)O)c1 ?
Apoferritin bind: -1%; D1 agonist: 0; D2 potentiator: 6; RXFP1 antagonist: 0; TRHR PAM: 24; RXFP1 agonist: -0.4%; D1 PAM: -2; TRHR agonist: -0.3; D1 antagonist: -30

Results for Cc1ccc(-n2c(-c3cccc(C)c3)n[nH]c2=S)cc1 ?
Apoferritin bind: -9%; D1 agonist: 1; D2 potentiator: 12; RXFP1 antagonist: -26; TRHR PAM: 2; RXFP1 agonist: 18%; D1 PAM: -4; TRHR agonist: -0.8; D1 antagonist: 2

How did CCOc1cc2c(cc1C(C)(C)C)NC(=O)CS2 do in these assays?
Apoferritin bind: -6%; D1 agonist: 0; D2 potentiator: 13; RXFP1 antagonist: -12; TRHR PAM: -3; RXFP1 agonist: 1.1%; D1 PAM: -2; TRHR agonist: -0.4; D1 antagonist: -85*

What do the screens show for `O=C(Nc1ccc2c(c1)OCO2)c1ccc(S(=O)(=O)N2CCCC2)cc1`?
Apoferritin bind: inconclusive; D1 agonist: 1; RXFP1 antagonist: -10; TRHR PAM: -3; RXFP1 agonist: 1.7%; D1 PAM: -3; TRHR agonist: -0.6; D1 antagonist: 10

What do the screens show for `COc1ccc(C(C(=O)NC(C)(C)C)N(C(=O)CNC(=O)c2cccs2)c2ccc(C)cc2)cc1OC` (stereo not drawn)?
Apoferritin bind: -19%; D1 agonist: 2; D2 potentiator: 18; RXFP1 antagonist: 1; TRHR PAM: 4; RXFP1 agonist: -0.5%; D1 PAM: 2; TRHR agonist: -1.1; D1 antagonist: 5

How did C=CCNC(=O)/C(C#N)=C/c1ccc2c(c1)OCCO2 do in these assays?
Apoferritin bind: -9%; D1 agonist: -3; D2 potentiator: -3; RXFP1 antagonist: -13; TRHR PAM: -5; RXFP1 agonist: -0.1%; D1 PAM: 1; TRHR agonist: -1.8; D1 antagonist: -14

Results for Cc1cccc(-n2c(C)nc3cc(C(=O)N4CCOCC4)ccc32)c1 ?
Apoferritin bind: -9%; D1 agonist: 5; D2 potentiator: 6; RXFP1 antagonist: 16; TRHR PAM: -1; RXFP1 agonist: 3.4%; D1 PAM: -7; TRHR agonist: 0.0; D1 antagonist: -19

Results for COc1ccc(N2CC(NC(=O)COc3ccc4ccccc4c3)CC2=O)cc1 (stereo not drawn) ?
Apoferritin bind: -8%; D1 agonist: 8; D2 potentiator: 17; RXFP1 antagonist: inconclusive; TRHR PAM: -2; RXFP1 agonist: 2.5%; D1 PAM: -3; TRHR agonist: -0.3

Results for COc1ccc(CNc2cc(C)nc3ncnn23)c(OC)c1 ?
Apoferritin bind: -5%; D1 agonist: 17; D2 potentiator: 17; RXFP1 antagonist: -14; TRHR PAM: 0; RXFP1 agonist: 6.2%; D1 PAM: -7; TRHR agonist: -0.2; D1 antagonist: -23

What do the screens show for `O=C(/C=N\O)NCCCNCc1ccccc1`?
Apoferritin bind: -10%; D1 agonist: 5; D2 potentiator: 1; RXFP1 antagonist: -15; TRHR PAM: 8; RXFP1 agonist: -0.4%; D1 PAM: -7; TRHR agonist: -0.9; D1 antagonist: -10

How did O=C(OCc1c(Cl)cccc1Cl)c1cccnc1Cl do in these assays?
Apoferritin bind: inconclusive; D1 agonist: 2; D2 potentiator: -7; RXFP1 antagonist: -13; TRHR PAM: -4; RXFP1 agonist: 0.8%; D1 PAM: -2; TRHR agonist: -0.6; D1 antagonist: -25

How did O=C(CCc1nnc(COc2ccccc2)o1)NC1(c2ccccc2)CC1 do in these assays?
Apoferritin bind: -18%; D1 agonist: 0; D2 potentiator: -3; RXFP1 antagonist: -4; TRHR PAM: -3; RXFP1 agonist: 0.2%; D1 PAM: -1; TRHR agonist: -0.1; D1 antagonist: 2

2 records drawn at random from the list so far, as already listed:
Results for COc1ccc(CNc2cc(C)nc3ncnn23)c(OC)c1 ?
Apoferritin bind: -5%; D1 agonist: 17; D2 potentiator: 17; RXFP1 antagonist: -14; TRHR PAM: 0; RXFP1 agonist: 6.2%; D1 PAM: -7; TRHR agonist: -0.2; D1 antagonist: -23

Results for Cc1cccc(-n2c(C)nc3cc(C(=O)N4CCOCC4)ccc32)c1 ?
Apoferritin bind: -9%; D1 agonist: 5; D2 potentiator: 6; RXFP1 antagonist: 16; TRHR PAM: -1; RXFP1 agonist: 3.4%; D1 PAM: -7; TRHR agonist: 0.0; D1 antagonist: -19

Not all compounds are listed. The share of hits here may be higher or lower than overall.
